Assay outcomes deposited in PubChem BioAssay by several laboratories.
PP5 inh – blocks human protein phosphatase 5 activity. P53041. purified PP5c, OMFP substrate fluorescence. inhibition, % at 6.7 µM. 0.18% of 320,000 active. AID 1987;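 active = inhibition above the campaign's mean inhibition across all tested compounds plus 3 SD, cut at about 9.5% in these data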;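 note: 0% = DMSO only and 100% = 100 µM cantharidin control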
Target sequence (P53041 whole entry, looked up): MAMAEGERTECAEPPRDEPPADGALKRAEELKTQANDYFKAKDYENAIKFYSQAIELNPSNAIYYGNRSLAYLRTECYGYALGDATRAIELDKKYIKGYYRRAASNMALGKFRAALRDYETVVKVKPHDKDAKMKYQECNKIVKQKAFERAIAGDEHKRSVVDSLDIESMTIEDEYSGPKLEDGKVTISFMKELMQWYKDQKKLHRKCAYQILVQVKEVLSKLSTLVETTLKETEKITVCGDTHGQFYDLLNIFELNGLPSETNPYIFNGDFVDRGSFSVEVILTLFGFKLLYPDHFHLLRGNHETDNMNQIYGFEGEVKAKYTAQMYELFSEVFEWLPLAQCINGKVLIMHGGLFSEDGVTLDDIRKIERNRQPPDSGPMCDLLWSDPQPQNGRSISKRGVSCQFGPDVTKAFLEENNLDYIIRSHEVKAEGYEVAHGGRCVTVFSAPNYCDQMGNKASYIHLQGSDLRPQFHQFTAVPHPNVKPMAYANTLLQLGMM
PP1 counter – PP1-alpha (human) inhibition in PP5 counter-screen; P62136; purified PP1alpha, OMFP fluorescence; inhibition, % at 6.7 µM; 0.9% of 320,000 active; AID 2235;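 active = inhibition above the mean inhibition of all tested compounds plus 3 SD, computed separately for each screening campaign, cut at about 15% in these data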
Target sequence (P62136 whole entry, looked up): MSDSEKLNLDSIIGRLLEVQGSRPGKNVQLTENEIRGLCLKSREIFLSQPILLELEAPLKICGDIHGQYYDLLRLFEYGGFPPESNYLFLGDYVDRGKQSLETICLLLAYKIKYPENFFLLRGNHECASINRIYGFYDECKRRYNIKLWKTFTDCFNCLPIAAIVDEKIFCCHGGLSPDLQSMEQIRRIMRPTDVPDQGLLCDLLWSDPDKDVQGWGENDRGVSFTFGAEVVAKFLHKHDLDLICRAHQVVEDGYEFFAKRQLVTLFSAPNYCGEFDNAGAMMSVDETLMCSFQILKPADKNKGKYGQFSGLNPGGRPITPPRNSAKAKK
TPT1 inh – C. albicans TPT1 enzyme inhibition; recombinant caTPT1, FP RNA substrate dephosphorylation; 0.81% of 300,000 active; AID 1962; inhibition, % at 5 µM;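 active = inhibition above the mean of all tested compounds plus 3 SD, set per screening campaign, cut at about 24% in these data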;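 note: plate controls were DMSO alone for no effect and ferristatin control at 100 nM for full effect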
Efflux pump inh – antifungal efflux pump inhibition, Nile Red retention. S. cerevisiae Candida pump triplex. inhibition, % at 10 µM. 0.44% of 330,000 active. AID 485275;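 active = plate passing quality check with inhibition over a set limit, or well fluorescence over plate mean plus 4 SD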;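 note: Nile Red retained in pooled yeast measured as flow cytometry median fluorescence; 0% = buffer negative control and 100% = Enniatin B positive control; higher means more Nile Red kept so more efflux inhibition; some compounds called inactive have numbers as strong as hits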
JMJD2C inh – blocks human GASC-1 demethylase activity; Q9H3R0; AID 2099; GST-JMJD2C(1-420) H3K9me3 demethylation, DELFIA europium; 0.069% of 330,000 active; inhibition, % at 2.35 µM;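 active = more than half of a compound's replicate wells show inhibition beyond 50%, single wells judged on their own value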;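 note: signal counts dimethyl H3K9 product captured on neutravidin plate; 0% = median of DMSO wells and 100% = 0.3 times that DMSO median; strong numbers were not always called active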
HCV core dimer – blocks dimerization of HCV core protein. TR-FRET GST/Flag-core106 dimerization, 1536-well. inhibition, % at 5 µM. 0.33% of 300,000 active. AID 1899;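 active = inhibition above the mean of all tested compounds plus 3 SD, set per screening campaign, cut at about 45% in these data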
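Assay system: Tagged HCV core106 pair (GST and Flag) | Buffer or medium: KF-containing HEPES buffer, pH 7.45, DTT, CHAPS, BSA | Also added: Eu donor and XL665 acceptor anti-tag antibodies | Dosing: One concentration, 5 µM, in 0.5% DMSO | Timing: 4 h at 22.5 °C | Technique: TR-FRET 671 and 617 nm emission | Repeats: Singlicate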
proCasp7 act – counter-screen for procaspase-3 activators: activators of human procaspase-7; P55210; AID 463210; 0.093% of 330,000 active; activation, % at 8.5 µM; recombinant procaspase-7, Ac-DEVD-pNA absorbance 405 nm; D23A/D198A/D206A triple mutant, cannot self-cleave; scale: DMSO 0, 5 µM enzyme 100;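 active = percent activation above the screen-wide mean plus 3 SD, cut at about 25% in these data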
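Test system: Procaspase-7 triple mutant (PC-7 D3A). Also added: Ac-DEVD-pNA substrate, 400 µM as added. Schedule: 1 h enzyme–compound preincubation and 2 h substrate reaction, both 25 °C. Signal: p-Nitroaniline absorbance at 405 nm, read at 0 and 120 min. Control set: low DMSO alone, high DMSO plus 5 µM PC-7.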
Fh CTSL1 inh – blocks F. hepatica cathepsin L1 in PFM18AAP counter-screen; recombinant F. hepatica cathepsin L1, Z-Leu-Arg-MCA fluorescence; inhibition, % at 5.96 µM; 0.49% of 300,000 active;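 active = inhibition above the mean of all tested compounds plus 3 SD, set per screening campaign, cut at about 17% in these data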;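 note: 0% = plate median of test compound wells and 100% = 1 µM Z-Phe-Ala-diazomethylketone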
proCasp3 act – activates human procaspase-3 | P42574 | recombinant procaspase-3 D3A, Ac-DEVD-pNA absorbance 405 nm | activation, % at 8.5 µM | 0.11% of 330,000 active | AID 463141;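 active = activation above the mean of all tested compounds plus 3 SD, cut at about 21% in these data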;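 note: 0% = DMSO alone and 100% = DMSO wells spiked with extra 5 µM PC-3 D3A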
Target sequence (P42574 whole entry D9A/D28A/D175A): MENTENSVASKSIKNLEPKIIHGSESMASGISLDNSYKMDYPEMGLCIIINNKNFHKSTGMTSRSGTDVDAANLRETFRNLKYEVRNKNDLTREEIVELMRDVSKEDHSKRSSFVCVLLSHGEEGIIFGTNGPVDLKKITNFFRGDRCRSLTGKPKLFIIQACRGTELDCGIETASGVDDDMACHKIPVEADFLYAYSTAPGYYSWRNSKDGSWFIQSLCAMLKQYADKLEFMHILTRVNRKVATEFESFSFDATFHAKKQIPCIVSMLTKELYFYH
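Assay system: Procaspase-3 D3A mutant, all three cleavage aspartates alanine. Buffer or medium: Zinc-free HEPES saline buffer with Triton X-100. Times: 1 h compound preincubation, 2 h substrate hydrolysis at 25 °C. Measured by: 405 nm absorbance of p-nitroaniline, reads at 0 and 120 min. Read-out basis: percent activation relative to control range. Replicates: singlicate.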
Numbers without * were called inactive; / = not tested or not shown.

The first 2 compounds as a preview:
SMILES	PP5 inh	PP1 counter	TPT1 inh	Efflux pump inh	JMJD2C inh	HCV core dimer	proCasp7 act	Fh CTSL1 inh	proCasp3 act
CC(C)(C)NCC(O)COc1ccccc1C(=O)CCc1ccccc1 (stereo not given)	-0.8	-1.7	-3.1	-0.1	2.3	-3.7	1.6	-0.7	4.5
O=C(c1ccc2ccccc2c1)N1CCc2ccccc21	2.7	-1.2	3.2	0.1	-17.5	8.6	1.7	-1.9	-0.1

Results, repeating the preview:
SMILES	PP5 inh	PP1 counter	TPT1 inh	Efflux pump inh	JMJD2C inh	HCV core dimer	proCasp7 act	Fh CTSL1 inh	proCasp3 act
CC(C)(C)NCC(O)COc1ccccc1C(=O)CCc1ccccc1 (stereo not given)	-0.8	-1.7	-3.1	-0.1	2.3	-3.7	1.6	-0.7	4.5
O=C(c1ccc2ccccc2c1)N1CCc2ccccc21	2.7	-1.2	3.2	0.1	-17.5	8.6	1.7	-1.9	-0.1
CCCCCOC(=O)C(C)c1c(C)[nH]c(=S)[nH]c1=O (stereo not given)	2.6	-4.2	-0.4	0.0	16.9	1.7	4.8	-3.2	2.7
Cc1c(NC(=O)C23CC4CC(CC(C4)C2)C3)c(=O)n(-c2ccccc2)n1C	2.4	0.3	-0.6	0.1	-9.5	0.0	4.3	-4.8	3.1
Cc1c(C(=O)N2CCCCCC2)oc2ccccc12	2.2	-2.0	1.0	0.0	-1.0	0.5	-9.0	-2.1	2.3
COc1ccccc1C(=O)n1nc(-c2ccccc2)nc1NCc1ccco1	0.9	-2.8	-0.1	-1.0	-1.8	1.6	6.8	1.9	-0.4
COc1cccc(Nc2nc(C)cc(C)c2C(N)=O)c1	3.5	-0.4	1.2	0.0	6.9	0.0	-1.8	-2.6	0.7
O=c1cc(CN2CCN(c3ccccn3)CC2)nc2sccn12	3.5	0.8	2.2	-0.2	8.3	2.5	2.2	-3.4	5.6
CCc1cc(=O)oc2cc(OCC=C(C)C)ccc12	3.6	-0.9	1.1	0.2	9.9	-0.2	5.2	2.4	1.0
O=[N+]([O-])c1ccc2c(c1)nc1n2CCN(C2CCCCC2)C1	0.3	-3.1	0.2	0.2	-2.6	6.0	-0.2	4.2	2.6
CCOc1cccc(C(=O)Nc2cccc(-c3nnc(-c4ccc(C)cc4)o3)c2)c1	-1.3	-3.6	-0.1	0.0	-3.6	2.0	5.5	8.0	7.2
O=C(CSc1ncn[nH]1)NN(c1ccccc1)c1ccccc1	-1.6	-2.7	1.1	0.1	5.1	4.7	-4.3	-1.5	6.6
COc1cc(OC)c(C(=O)O/N=C(\N)c2cccc(C)c2)cc1OC	2.8	-0.8	1.1	0.0	-21.9	7.1	-2.7	0.8	-2.5
CNC(=O)CN(CCc1ccccc1)S(=O)(=O)c1ccc(OC)cc1	2.4	1.1	1.4	0.2	-6.4	-2.1	-8.1	-3.7	-6.3
Cc1ccccc1-c1nnn(CC(=O)NCc2ccc3c(c2)OCO3)n1	-0.5	-0.4	-4.6	-0.2	1.1	-1.1	6.2	-1.1	-4.5
CN/C(=C\[N+](=O)[O-])NCCSCc1ccc(CN(C)C)o1	0.8	-3.1	0.1	0.2	/	-2.0	-1.9	-1.8	4.5
COc1ccc(N2CCN(C(=O)COC(=O)COc3ccc(C#N)cc3)CC2)cc1	0.1	-1.4	-1.9	0.0	7.9	-1.0	1.4	-5.5	-6.8
Nc1nnc(CCOc2ccccc2Cl)s1	3.1	-1.1	-7.0	0.0	-7.3	1.3	3.7	1.2	3.7
CC(C)C(=O)NC(C)C(c1cccs1)N1CCN(c2ccccc2)CC1 (stereo not given)	3.1	0.9	0.6	0.1	-4.4	3.0	6.4	0.3	-1.7
O=C(c1cccn(Cc2ccc(C(F)(F)F)cc2)c1=O)N1CCOCC1	0.2	3.6	-2.5	0.4	-2.8	0.0	0.7	-5.2	-0.2
COc1ccc(-c2nn(-c3ccccc3)cc2C(N)=O)cc1OC	3.8	5.5	-1.5	0.1	-5.3	3.0	-0.6	-0.9	0.8
CCc1cc2c(-c3ccccc3)cc(=O)oc2cc1OCC(C)=O	1.2	-1.0	1.5	-0.1	2.0	-1.2	1.6	2.5	7.7
COC(=O)CNC(=O)CCc1nnc(C2(c3ccc(Cl)cc3)CCC2)o1	2.1	0.0	-0.9	-0.2	1.2	-11.4	-0.6	-2.6	-0.1
CCc1ccc(NC(=O)Nc2ccon2)cc1	3.0	1.2	1.9	0.1	2.7	3.1	-0.4	1.1	0.3
NC(=O)c1ccccc1NCC(=O)c1ccc(F)cc1	0.8	-2.8	-0.8	-0.1	-18.9	-5.4	-2.5	1.2	0.1
Clc1ccc(Oc2nc(N3CCOCC3)nc(N3CCOCC3)n2)cc1	-3.0	-3.1	-5.7	-0.1	0.2	-3.3	7.1	-1.6	-7.2
Cn1cnnc1SCc1ccc(C#N)cc1Cl	1.2	-2.4	-1.0	-0.1	3.9	-4.9	7.9	-1.5	-5.3
Fc1ccc(NC(=S)Nc2cccc(Cl)c2)cc1	3.5	-0.9	-2.0	-0.2	7.8	-8.7	-1.2	2.1	-13.6
COC(=O)C1=C(C(=O)OC)SC(=C2C(=S)C(C)(C)N(C(=O)C(C)C)c3ccccc32)S1	2.0	-1.0	-2.8	0.7	35.1	3.9	-2.5	0.5	4.2
COc1cc(C)c(NC(=S)Nc2cccc(Cl)c2)cc1OC	-1.9	-4.5	1.1	0.2	-3.9	-1.7	-4.8	5.7	-6.8
Cc1cc(OC(C)C(=O)NCC2CCC(C(=O)O)CC2)c2c(C)c(Cc3ccccc3)c(=O)oc2c1 (stereo not given)	7.0	1.3	-1.6	0.0	50.2	7.8	5.2	2.0	5.5
Cc1cccc(C)c1NC(=O)CNC(=O)C(Cc1ccccc1)NC(=O)c1ccccc1 (stereo not given)	1.6	-3.8	-0.5	0.0	25.2	-4.1	2.9	-1.8	11.5
Cc1cccc(N/C=C(\[N+](=O)[O-])S(=O)(=O)c2ccccc2)c1	0.6	8.1	-5.2	0.2	15.1	0.6	-8.9	1.4	-4.3
COc1ccc(OC)c(NC(=O)C(=O)NCc2ccncc2)c1	1.1	-1.2	1.8	-0.1	22.0	6.9	-6.4	5.5	7.2
Cc1ccccc1S(=O)(=O)N1[C@@H](c2ccc(F)cc2)C(C(=O)O)=CC[C@H]1c1ccc(Cl)cc1	1.7	7.3	-4.7	0.0	5.7	18.5	-11.2	3.2	0.8
O=C(CNC(=O)c1ccco1)N/N=C/c1ccc(O)c([N+](=O)[O-])c1	3.7	-3.3	0.9	0.0	-15.9	-7.9	7.5	-1.8	2.1
Cn1c(CSc2nc3ccccc3s2)nnc1SCC(=O)NCCCN1CCOCC1	-0.7	-0.5	2.9	0.1	18.1	-6.0	5.0	1.7	1.6
Cc1ccccc1-c1nn(-c2ccccc2)cc1C(=O)NCC(c1ccco1)N1CCCC1 (stereo not given)	-0.9	-0.3	/	-0.2	/	/	-5.3	/	-9.0
O=C(NC1CCCCC1)C(c1ccco1)N(C(=O)c1csnn1)c1ccc(Cl)cc1 (stereo not given)	0.5	0.1	-0.3	0.0	6.2	8.4	0.9	-3.0	2.0
O=C(NCc1cccs1)C12CC3CC(CC(C3)C1)C2	3.1	-2.8	-5.7	-0.2	6.8	-3.8	12.7	2.4	-5.0
CCc1nnc(NC(=O)c2ccc(S(=O)(=O)N3CCCCCC3)cc2)s1	2.5	1.2	-1.0	0.1	5.3	11.9	8.0	-2.8	-5.0
CSCCC(NS(=O)(=O)c1ccccc1F)C(=O)NC(C)c1ccccc1 (stereo not given)	0.2	-1.8	-1.1	0.0	-33.7	1.3	2.5	-2.6	-3.7
Cc1ncc(CN2CCC(C(=O)Nc3ccc(-n4cccn4)cc3)CC2)s1	1.6	-0.5	-1.4	0.5	-4.9	-6.5	-12.0	0.5	2.5
CSCC[C@H](NC(=O)[C@@H]1CSC2c3ccccc3C(=O)N21)C(=O)NC1CCCC1 (stereo not given in full)	-2.1	2.7	-5.0	0.0	4.0	-2.8	-3.0	4.0	-1.3
O=C(COc1ccc(Cl)cc1)OCC(=O)N1CCCC1	-1.5	-2.1	-2.9	-0.1	3.7	-4.1	5.2	-5.9	1.1
CCc1cc2c3c(c(=O)oc2cc1OC)CCCC3	2.9	4.3	-0.9	-0.1	0.4	9.7	16.8	-1.2	-5.4
O=C(c1ccccc1)c1ccc(N2CCCC2)cc1	3.3	-0.7	-0.6	0.0	20.1	12.0	-6.6	2.8	4.2
CCCCC1=CC2=CC(=O)C(C)(OC(=O)CC)C(=O)C2=CN1CCOC (stereo not given)	4.1	-2.1	-2.6	0.0	8.4	-8.0	-3.8	2.6	-1.9
Cc1cccc(-n2c(C)nc3cc(C(=O)NCC4CCCO4)ccc32)c1 (stereo not given)	-1.1	-3.2	-0.7	-0.1	0.7	1.1	10.0	-2.1	-3.6
COc1ccc(NC(=O)c2cc3ccccc3cc2O)cc1	2.2	1.1	0.4	0.0	-2.2	19.0	-1.9	1.2	2.3

Next part
SMILES	PP5 inh	PP1 counter	TPT1 inh	Efflux pump inh	JMJD2C inh	HCV core dimer	proCasp7 act	Fh CTSL1 inh	proCasp3 act
Cc1cc(NC(=O)c2nn3cccnc3c2Cl)no1	4.2	-6.7	2.4	0.0	14.2	3.5	-4.5	2.5	-10.7
C[C@H]1[C@H](C)CC[C@]2(C)CC[C@]3(C)C(=CC(=O)C4[C@@]5(C)CC[C@H](O)C(C)(C)C5CC[C@]43C)[C@H]12 (stereo not given in full)	2.4	-1.6	/	0.6	1.3	/	10.3	/	6.7
O=S(=O)(Nc1ccccc1Cl)c1cc(NC(=S)NCCN2CCOCC2)ccc1Cl	4.3	1.5	-1.7	0.0	-9.4	10.2	6.5	1.4	-3.1
O=C(Nc1ncccn1)c1ccc([N+](=O)[O-])cc1[N+](=O)[O-]	1.6	2.5	-2.3	-0.1	-8.2	-1.6	3.3	-2.6	4.1
COc1ccc(O)c(/C=N/NC(=O)c2c(C)nnn2-c2nonc2N)c1	-0.3	2.7	-5.5	0.1	-11.3	1.2	6.4	1.8	-1.4
Cc1ccc(CNc2nc3ccccc3n2C)o1	2.7	-0.4	2.3	-0.2	14.9	-2.4	1.1	-3.5	-5.0
COc1ccc(-c2nc3ccccc3nc2-c2ccc(OC)c(OC)c2)cc1OC	3.0	-1.1	0.1	-0.1	0.4	-0.1	-5.0	3.3	-3.9
CCOC(=O)c1cc2c3ccccc3n(CC)c2nc1N	4.5	3.0	-0.1	0.0	7.3	-0.6	-1.0	-0.4	5.5
CSc1[nH]c(=O)c(C(=O)O)cc1C#N	2.4	-1.4	1.9	0.1	13.2	-4.9	1.1	-3.5	-3.9
c1ccc(C(c2ccccc2)c2noc(CN3CCN(CC4CC4)CC3)n2)cc1	-1.3	-1.6	4.3	0.0	40.4	1.3	9.8	0.0	3.0
